Pf growth 96h: Primary qHTS for delayed death inhibitors of the malarial parasite plastid, 96 hour incubation | hit rate 6.9% among 320,000 | Potency, µM (top dose mostly 28.7 µM), for the others: at the top dose activity change, negative = inhibition, most hits filed as inhibitors | AID 504834, 2011 | P. falciparum luciferase reporter growth, 96 h; also: potency is read from the fitted curve at half-maximal effect; % is scaled to controls: 0 for no effect and ±100 for the full control effect
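Erythrocytes infected with luciferase-expressing P. falciparum were dispensed at 2% hematocrit and 0.05% parasitemia (final), then incubated with compounds 96 hours at 37 C in 5% CO2. Luminescence after detection reagent addition reported growth.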
TbPYK inhibitor: qHTS of Trypanosoma Brucei Inhibitors | Potency, µM (highest dose often 76.8 µM), for the others: top-dose activity, negative = inhibition, hits mostly inhibitors | TbPYK enzyme, Kinase-Glo Plus ATP luminescence, 45 min | hit rate 0.12% among 410,000; also: potency is read from the fitted curve at half-maximal effect; % is scaled to controls: 0 for no effect and ±100 for the full control effect; nearly all actives have a fitted effect of over 50% in size
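Activity of T. brucei pyruvate kinase was followed by Kinase-Glo Plus luminescence after the enzyme reacted 45 min at room temperature with 130 uM ADP (final) and substrate. Test compounds were added before ADP at multiple concentrations.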
CHX counter: Cycloheximide Counterscreen for Small Molecule Inhibitors of Shiga Toxin. max response, %. cell reporter, cycloheximide protein synthesis inhibition counterscreen. hit rate 12% among 300,000. AID 2314, 2010; in the data active = max response mostly above about 13%, no sharp cut-off; inactive = mostly below about 14%; also: read at 38.3 µM for the half of the compounds with a filed dose; 0% is about no effect
Pf growth 48h: Primary qHTS for delayed death inhibitors of the malarial parasite plastid, 48 hour incubation; hit rate 5.9% among 310,000; P. falciparum luciferase growth in erythrocytes, 48 h; Potency, µM (doses to about 28.7 µM), without a hit: at the top dose activity change, negative = inhibition, actives largely listed as inhibitors; AID 504832, 2011; also: potency is read from the fitted curve at half-maximal effect; % is scaled to controls: 0 for no effect and ±100 for the full control effect
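Luminescence readout; reporter = integrated firefly luciferase in P. falciparum. RBC culture at 2% hematocrit, 0.1% parasitemia final, 37 C/5% CO2; decreased signal taken as growth inhibition.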
Shiga toxin inh: A qHTS for Small Molecule Inhibitors of Shiga Toxin | hit rate 9.2% among 290,000 | inhibition, % at 38.7 µM | AID 2315, 2010 | Vero cells, Shiga toxin protein synthesis inhibition reporter; in the data active = inhibition mostly above about 28%, no sharp cut-off; inactive = mostly below about 43%; also: 0% is about no effect
LmPK inhibitor: qHTS Assay for Inhibitors of Leishmania Mexicana Pyruvate Kinase (LmPK); hit rate 0.37% among 290,000; AID 1721, 2009; Potency, µM (series often up to 57.5 µM), inactives show at the highest dose activity change, negative = inhibition, usual class: inhibitors; Q27686; purified LmPK, Kinase-Glo ATP luminescence, 1 h; also: potency is read from the fitted curve at half-maximal effect; % is scaled to controls: 0 for no effect and ±100 for the full control effect
Target sequence (Q27686 whole entry, looked up): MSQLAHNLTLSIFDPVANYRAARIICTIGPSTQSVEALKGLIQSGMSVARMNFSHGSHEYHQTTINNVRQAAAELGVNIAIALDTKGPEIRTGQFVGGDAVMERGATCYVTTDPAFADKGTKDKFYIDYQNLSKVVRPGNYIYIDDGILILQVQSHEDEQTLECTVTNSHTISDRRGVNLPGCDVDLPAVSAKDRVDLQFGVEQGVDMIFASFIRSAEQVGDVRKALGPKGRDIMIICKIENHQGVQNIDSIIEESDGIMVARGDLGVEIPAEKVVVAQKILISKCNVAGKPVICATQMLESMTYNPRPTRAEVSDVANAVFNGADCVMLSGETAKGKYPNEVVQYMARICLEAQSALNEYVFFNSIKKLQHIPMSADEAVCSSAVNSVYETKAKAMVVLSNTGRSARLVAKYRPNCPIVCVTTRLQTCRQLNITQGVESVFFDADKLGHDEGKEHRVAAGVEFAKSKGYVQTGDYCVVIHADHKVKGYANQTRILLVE
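In 50 mM imidazole pH 7.2 with 7 mM MgCl2, LmPK (0.1 nM) turned over PEP (0.5 mM) and ADP (0.1 mM) for 1 h at room temperature. Luciferase read-out of ATP.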
AMA1-RON2 inh: qHTS for Inhibitors of AMA1-RON; Towards Development of Antimalarial Drug Lead: Primary Screen; Potency, µM (top dose mostly 58.2 µM), without a hit: top-dose activity change, negative = inhibition, usual class: inhibitors; hit rate 0.2% among 360,000; Plasmodium falciparum AMA1 (3D7) - RON2 peptide interaction; AlphaScreen AMA1-biotinylated RON2 peptide binding;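 also: potency is read from the fitted curve at half-maximal effect; 0% = vehicle wells and -100% = peptide control; nearly all actives have a fitted effect of over 45% in size; some results filed as inactive show a strong effect at the top dose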
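AMA1 (3D7) with his tag at 25 nM final met compounds first, then biotinylated RON2 peptide at 25 nM; detection used donor plus acceptor beads, 10 µg/mL apiece, read by AlphaScreen after 30 min at room temperature.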
An asterisk follows results filed as active; ? = inconclusive; nt = not tested or not shown; & = joins results of further samples; [ ] = dose if it differs, or a comment. Unless noted, calls follow the shape of the dose curve; as a rule, active = well fitted curve in the direction sought with a large enough effect; inconclusive = small, poorly fitted or top-dose-only effect, or another doubt; inactive = no such curve, though single readings can be large; an effect the other way counts as inactive or inconclusive.

Letter code – A = Pf growth 96h; B = TbPYK inhibitor; C = CHX counter; D = Pf growth 48h; E = Shiga toxin inh; F = LmPK inhibitor; G = AMA1-RON2 inh
O=C(N/N=C/c1ccc([N+](=O)[O-])s1)C(O)c1ccccc1 (configuration not stated)
  A: 2.3µM*	B: -2%	C: 16*	D: 4.7µM*	E: 14	F: -3%	G: 5%

N#CC1=C(SCc2ccccc2)NC(=O)CC1c1ccccc1 (configuration not stated)
  A: 46%[activator]	B: -3%	C: -2	D: -18%	E: -3	F: 5%	G: 16%

C=CCn1c(=S)[nH]c2cc(C(=O)N3CCN(c4ccccc4OC)CC3)ccc2c1=O
  A: ?	B: 0%	C: nt	D: ?	E: nt	F: nt	G: 87%[activator]

CN(C)c1ccc(/C=N/NC(=O)C(=O)N2CCCCCC2)cc1
  A: ?	B: -8%	C: 26*	D: 0%	E: 47	F: 1%	G: -11%

CCN1CCN(C(=O)C(=O)c2cn(CC(=O)N3CCCC3)c3ccccc23)CC1
  A: ?	B: -11%	C: 5	D: 2%	E: -14	F: -8%	G: 13%

COc1ccc(CCNC(=O)CSc2nnc(CNC(=O)c3ccco3)o2)cc1OC
  A: 20%	B: 1%	C: -5	D: nt	E: -11	F: 6%	G: -17%

CCC(C)Sc1ccc([C@@H]2[C@@H]3C(=O)N(C)C(=O)[C@@H]3[C@]3(C(=O)OC)CCCCN23)cc1 (some centres not stated)
  A: ?	B: 1%	C: nt	D: ?	E: nt	F: nt	G: 1%

CCOC(=O)c1oc2c(C)c(O)ccc2c(=O)c1-c1nncn1-c1ccccc1
  A: 22%	B: 2%	C: -5	D: 7%	E: -16	F: 0%	G: 21%

C#Cc1ccc([C@@H]2C=C(C(=O)N3CCOCC3)O[C@H](OCCCCO)C2)cc1
  A: ?	B: -4%	C: -1	D: ?	E: -5	F: -5%	G: 0%

CCNC(=S)NNC(=O)CCn1cc(C)cn1
  A: 0%	B: 5%	C: -2	D: 10%	E: -1	F: -3%	G: 8%[11.6 µM]

Cc1ccc(Cl)cc1N1CCN(Cc2cc3c(cc2O)CCC3)CC1
  A: 0.15µM*	B: nt	C: -1	D: nt	E: -15	F: 5%	G: -5%

CCN(CC)CCNC(=O)C(=O)Nc1cc2c3c(c1)CC(=O)N3CCC2
  A: 33%[activator]	B: 1%	C: -4	D: 23%	E: -7	F: -1%	G: 9%

C=CCN(c1ccccc1)S(=O)(=O)c1cccc(C(=O)Nc2ccc(N3CCOCC3)cc2)c1
  A: ?	B: 6%	C: nt	D: 2%	E: nt	F: nt	G: ?

C/C(=N\O)c1ccc2c3c([nH]c2c1)CCCC3
  A: -3%	B: -7%	C: 65*	D: 37%[activator]	E: 20*	F: -2%	G: -6%

COc1ccc(CCNC(=O)[C@H](C)NC(=O)N2CCn3c2nc2ccccc23)cc1OC
  A: ?	B: -3%	C: -3	D: -25%	E: 19	F: 5%	G: 92%[activator]

COc1ccc(-c2cc(C(=O)OC3CCOC3=O)c3ccccc3n2)cc1 (configuration not stated)
  A: nt	B: 7%	C: -2	D: 20%	E: -21	F: 8%	G: 11%

Cc1c(Nc2nc3ccccc3nc2NS(=O)(=O)c2ccccc2)c(=O)n(-c2ccccc2)n1C
  A: nt	B: -1%	C: 0	D: nt	E: -3	F: 3%	G: 0%

COC(=O)c1cc2occc2n1Cc1nc(-c2ccccc2Cl)oc1C
  A: 12µM*	B: -11%	C: -4	D: -19%	E: -17	F: 1%	G: -4%

N#CCSc1nc2c(c(=O)n1Cc1ccccc1)C1(CCCC1)Cc1ccccc1-2
  A: nt	B: 7%	C: -3	D: ?	E: -24	F: 1%	G: 0%

CCOc1cc(/C=C2/C(=N)N3C=CSC3=NC2=O)ccc1OCCCOc1ccccc1C
  A: ?	B: 1%	C: 38*	D: ?	E: 16	F: 4%	G: 120%[activator]

CS(=O)(=O)N1CCc2cc(C(=O)NC3CC3)ccc21
  A: 10%	B: -1%	C: 1	D: -10%	E: 20	F: -6%	G: -6%

Cc1ccc(C(=O)N/N=C\c2ccccn2)cn1
  A: 12%	B: 2%	C: 40*	D: 4%	E: 63*	F: -1%	G: 68%[activator]

COc1cccc(C(=O)NCC(=O)N2CCC(C)CC2)c1
  A: 74%[activator]	B: -1%	C: 25*	D: 76%[activator]	E: 35	F: -4%	G: 5%

COc1ccc(C(=O)COC(=O)CCCN=C2NS(=O)(=O)c3ccccc32)c(OC)c1
  A: ?	B: -1%	C: nt	D: -28%	E: nt	F: nt	G: -12%

O=C(COC(=O)c1cccnc1Cl)c1ccc(OC(F)F)cc1
  A: 26%	B: -1%	C: 11	D: 18%	E: -11	F: 16µM*	G: 1%

CCn1c(=O)c2ccccc2n(Cc2ccccc2C)c1=O
  A: 19%	B: -9%	C: -1	D: -2%	E: -10	F: -7%	G: 7%

CC(=O)c1c(C)nc(-c2cccc([N+](=O)[O-])c2)n1O
  A: 58%[activator]	B: -19%	C: -2	D: 13%	E: -2	F: -2%	G: 6%

COC(=O)c1ccccc1NC(=O)C1CCCO1 (configuration not stated)
  A: -13%	B: 1%	C: -2	D: 4%	E: -3	F: -3%	G: 7%[11.6 µM]

CCOC(=O)c1c(C)n(C(C)C)c2ccc(OC)cc12
  A: -8%	B: 2%	C: 0	D: 4%	E: -5	F: -1%	G: -10%

COc1ccc(OC)c(NC(=S)N2CCc3ccccc3C2)c1
  A: 4.1µM*	B: -4%	C: 10	D: -10%	E: 47*	F: 1%	G: -5%

COc1ccc(-c2cc(C(=O)NCCCn3ccnc3)c3ccccc3n2)c(OC)c1
  A: -22%	B: -9%	C: -3	D: ?	E: 15	F: -2%	G: 5%

CC(C)c1onc(C(=O)NCc2ccc(Cl)cc2)c1[N+](=O)[O-]
  A: -9%	B: 4%	C: 1	D: ?	E: -27	F: -2%	G: 9%

CSCCC(NC(=O)c1ccccc1)C(=O)NC1CC1 (configuration not stated)
  A: -6%	B: 7%	C: -4	D: 16%	E: -13	F: 1%	G: -8%

O=C(C1CCC(=O)N(C2CC2)C1)N1CCN(c2ccc(Cl)cc2)CC1 (configuration not stated)
  A: ?	B: -2%	C: -2	D: -14%	E: -16	F: -11%	G: -9%

NS(=O)(=O)c1ccc(NC(=O)CN2CCCN(S(=O)(=O)c3ccc(F)cc3)CC2)cc1
  A: ?	B: -18%	C: -7	D: 16%	E: -12	F: 7%	G: 1%

O=C(CSCc1ccc(Cl)cc1Cl)Nc1ccccc1C(=O)Nc1ccc(C(=O)O)cc1
  A: 34%[activator]	B: -6%	C: -3	D: -19%	E: -8	F: 3%	G: 0%

Nc1nnn(CC(=O)N/N=C/c2cccc3ccccc23)n1
  A: -8%	B: -13%	C: -2	D: 16%	E: -3	F: -5%	G: -8%

NC(=O)C1(N2CCCCC2)CCN(C(=O)NC23CC4CC(CC(C4)C2)C3)CC1
  A: nt	B: -11%	C: 6	D: ?	E: -9	F: 2%	G: 32%

COc1cccc(C(=O)Nc2cc3c4c(c2)CC(=O)N4CCC3)c1
  A: 13%	B: -4%	C: nt	D: 2%	E: nt	F: nt	G: -21%

CCN(CC)C(=O)c1ccc(NC(=O)c2ccc(-c3nn(C)c(=O)c4ccccc34)cc2)cc1
  A: 10µM*	B: -13%&3%	C: -2	D: 9%	E: -6	F: 1%	G: -7%

Cc1ccnc(NC(=O)c2ccoc2C)c1
  A: ?	B: -27%	C: 36*	D: 183%[activator]	E: 62*	F: 11µM*	G: 9%

COc1ccc2c(c1)CCc1cn[nH]c1-2
  A: 22%	B: -3%	C: 13*	D: -6%[0.00184 µM]	E: 23	F: -1%	G: -3%

Cc1ccc(SC(=O)c2c(C)noc2-c2cc(C)on2)cc1
  A: -4%	B: 3%	C: -2	D: 5%	E: 2	F: 1%	G: 10%

CCOc1cccc(/C=N/NC(=O)c2ccc3c(c2)OCCO3)c1O
  A: ?	B: -1%	C: 29*	D: ?	E: 82*	F: -3%	G: 70%[activator]

COc1ccc(N2C(=O)C3CCCN3C2c2ccc(Cl)cc2)cc1 (configuration not stated)
  A: 9.3µM*	B: 0%	C: -4	D: nt	E: -14	F: 6%	G: -3%

CCOc1ccc(S(=O)(=O)O)c2cccnc12
  A: -11%	B: -2%	C: nt	D: 4%	E: nt	F: nt	G: nt

Cc1cccc(Cn2ccc(-c3ccc(Cl)cc3)c(C#N)c2=O)c1
  A: 37%[activator]	B: -2%	C: -4	D: 30%[activator]	E: -6	F: 6%	G: -8%

O=C(NCCCN1CCN(c2ccc(F)cc2)CC1)Nc1ccc([N+](=O)[O-])cc1
  A: 33%[activator]	B: 6%	C: 6	D: ?	E: 16	F: 4%	G: -2%

CCC1=NN(C(=O)Cc2ccc([N+](=O)[O-])cc2)C(O)(c2ccc(Br)cc2)C1 (configuration not stated)
  A: ?	B: 4%	C: 7	D: -11%	E: 11	F: 6%	G: 24%

COCCn1nnnc1C(c1cc2cc(C)ccc2[nH]c1=O)N1CCCCCC1 (configuration not stated)
  A: -16%	B: -14%	C: -3	D: 10%	E: -3	F: 0%	G: 17%

Entries of single compounds from above.
Shown for `Cc1ccnc(NC(=O)c2ccoc2C)c1` → Pf growth 96h: ?; TbPYK inhibitor: -27%; CHX counter: 36*; Pf growth 48h: 183%[activator]; Shiga toxin inh: 62*; LmPK inhibitor: 11µM*; AMA1-RON2 inh: 9%
Shown for `CCC1=NN(C(=O)Cc2ccc([N+](=O)[O-])cc2)C(O)(c2ccc(Br)cc2)C1` (configuration not stated) → Pf growth 96h: ?; TbPYK inhibitor: 4%; CHX counter: 7; Pf growth 48h: -11%; Shiga toxin inh: 11; LmPK inhibitor: 6%; AMA1-RON2 inh: 24%

(continued)
Letter code – A = Pf growth 96h; B = TbPYK inhibitor; C = CHX counter; D = Pf growth 48h; E = Shiga toxin inh; F = LmPK inhibitor; G = AMA1-RON2 inh
Clc1ccc(C[n+]2cc(-c3ccccc3)n3c2CCC3)cc1
  A: 0.59µM*	B: -1%	C: -2	D: 1µM*	E: 12	F: 5%	G: -5%

Cc1cccc2cc(CN(C(=S)NCC(C)C)C3CCCC3)c(=O)[nH]c12
  A: -48%	B: 1%	C: -1	D: ?	E: -8	F: 4%	G: -3%

CCCCNS(=O)(=O)c1ccc2nc(-c3cccnc3)cc(C(=O)NCCCOC)c2c1
  A: ?	B: 1%	C: -2	D: 58%[activator]	E: 18	F: 8%	G: 11%

NC(=O)C1(N2CCCCC2)CCN(C(=S)Nc2ccc(S(N)(=O)=O)cc2)CC1
  A: -30%	B: ?	C: -2	D: -26%	E: -2	F: 2%	G: 2%
